# Dyrk1A ADPGlo = inhibitors of rat Dyrk1A kinase. ADP-Glo luminescence, NFATc1 peptide. inhibition, % at 12.5 µM. 0.43% of 310,000 active. AID 504441; in the data active = inhibition above about 50%;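 note: plate controls were vehicle with enzyme for no effect and no enzyme for full effect; many of its hits are not listed in these tables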
# GSK3 alpha inh = blocks human GSK-3 alpha kinase; P49840; ADP-Glo luminescence, 60 min; inhibition, % at 10 µM; 0.1% of 320,000 active; AID 2650;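 in the data active = inhibition above about 50%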;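 note: GST-tagged GSK-3 alpha with peptide substrate and 25 µM ATP; 0% = DMSO neutral wells and 100% = GW8510 positive control wells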
# Target sequence (P49840 whole entry, looked up): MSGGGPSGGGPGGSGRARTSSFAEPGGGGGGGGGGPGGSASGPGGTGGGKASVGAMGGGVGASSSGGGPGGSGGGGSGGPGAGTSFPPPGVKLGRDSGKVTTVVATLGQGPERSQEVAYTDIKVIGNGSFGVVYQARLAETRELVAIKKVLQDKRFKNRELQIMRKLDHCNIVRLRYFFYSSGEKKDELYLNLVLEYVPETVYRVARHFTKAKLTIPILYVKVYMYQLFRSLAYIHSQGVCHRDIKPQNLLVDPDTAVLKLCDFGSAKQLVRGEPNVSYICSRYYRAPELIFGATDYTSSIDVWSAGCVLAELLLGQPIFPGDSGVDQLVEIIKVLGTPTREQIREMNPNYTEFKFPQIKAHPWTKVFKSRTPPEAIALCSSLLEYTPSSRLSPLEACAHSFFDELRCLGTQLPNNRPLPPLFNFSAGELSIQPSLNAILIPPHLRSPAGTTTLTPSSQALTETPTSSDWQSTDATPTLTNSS
# PolyA inh = yeast polyadenylation inhibition | 0.02% of 300,000 active | AID 1875 | S. cerevisiae SKY197-pL101 polyadenylation reporter, beta-gal luminescence; efflux-impaired pdr1/pdr3 knockout yeast; score 100 = 6 SD above DMSO | calls only at 12 µM;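 active = lowest replicate activity score at least 50, where 100 means six control SD above control mean; inconclusive = lowest score under 50 but half or more replicates reach 50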;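 note: yeast exposed to compound for 9 h at 30 °C; higher score means more reporter readthrough which indicates perturbed polyadenylation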
# RGS4 pot = potentiators or activators of RGS4; 0.92% of 310,000 active; B-score at 10 µM; HEK293 M3R/inducible RGS4, carbachol calcium flux Fluo4; active compounds read low;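 active = B-score of the integrated calcium signal more than 4 SD below the library mean, with starting fluorescence not abnormally high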;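 note: negative B-score means reduced calcium response which marks RGS4 activation or potentiation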
#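 Detection: kinetic calcium fluorescence imaging with Fluo4-AM dye, 2 µM / Material: HEK293 cells with stable M3R and inducible RGS4 / Schedule: recording 10 s baseline at 1 Hz, 100 s post-agonist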
# KCNQ1 block = human KCNQ1 channel inhibition | B-score at 10 µM | CHO-K1 KCNQ1, FluxOR thallium flux fluorescence; active compounds read high | P51787 | AID 2642 | 1.3% of 310,000 active;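 active = compounds whose thallium flux B-score, printed positive for inhibition, exceeds three library SD while starting fluorescence stays within three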;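 note: channel opened by potassium depolarization with thallium stimulus after 20 min compound exposure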
# HDAC3 inhib = blocks human histone deacetylase 3 | O15379 | recombinant HDAC3, fluorogenic peptide/trypsin coupled, fluorescence | inhibition, % at 8.3 µM | 0.15% of 320,000 active; in the data active = inhibition above about 26%, passing the limit was not always enough; inconclusive = no clear call, values can overlap the other calls
# KCNK9 block = human KCNK9 channel inhibition. Q9NPC2. HEK293 KCNK9, FluxOR thallium flux fluorescence; active compounds read low. B-score at 10 µM. 1.2% of 310,000 active. AID 488922;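 active = ratio B-score over 3 SD below the library mean, with starting fluorescence within 5 SD of its mean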;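 note: negative B-score means less thallium flux so channel inhibition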
# KCNK3 inh = human KCNK3 channel inhibition, primary screen. O14649. CHO-KCNK3 thallium flux, FluxOR fluorescence; active compounds read low. B-score at 10 µM. 0.84% of 340,000 active;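 active = B-score under library mean minus 4 SD, starting fluorescence ratio at most library mean plus 5 SD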;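 note: more negative B-score means stronger inhibition of thallium flux through KCNK3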
# Target sequence (O14649 whole entry, looked up): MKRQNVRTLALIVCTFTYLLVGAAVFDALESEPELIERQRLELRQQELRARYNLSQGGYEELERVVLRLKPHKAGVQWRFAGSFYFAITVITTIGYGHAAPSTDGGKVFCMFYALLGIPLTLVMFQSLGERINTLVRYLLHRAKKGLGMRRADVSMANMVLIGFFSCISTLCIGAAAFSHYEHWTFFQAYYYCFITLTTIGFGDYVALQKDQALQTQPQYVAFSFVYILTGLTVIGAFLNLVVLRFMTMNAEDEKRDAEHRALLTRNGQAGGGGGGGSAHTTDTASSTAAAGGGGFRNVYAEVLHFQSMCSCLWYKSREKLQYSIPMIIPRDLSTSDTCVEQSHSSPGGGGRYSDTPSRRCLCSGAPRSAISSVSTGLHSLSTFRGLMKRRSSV
# KCNQ1 pot = human KCNQ1 channel potentiation or activation. P51787. CHO-K1 KCNQ1, thallium flux FluxOR fluorescence; active compounds read high. B-score at 10 µM. 0.35% of 310,000 active;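 active = fluorescence ratio B-score, a plate-corrected score, at least three library SD, with initial intensity B-score within 5 SD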
#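 System: Stable KCNQ1 CHO-K1 line | Incubation: 90 min dye loading and 20 min compound exposure, both at room temperature | Measure: Ratio B score | Medium: Assay buffer for compound exposure, DMSO matched across wells | Compound dosing: Single-concentration screen | Probe or stimulus: K+/Tl+ depolarizing stimulus | Measured by: Kinetic FluxOR fluorescence, 10 s baseline plus 110 s post-stimulus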
# hERG protect = hERG (human) protection from proarrhythmic block; Q12809; CHO-hERG, FluxOR thallium flux, dofetilide IC70 present; activation (rescue from dofetilide block), less the hit threshold, % at 10 µM; 0.51% of 310,000 active; AID 1511;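 active = activation above the mean of controls blocked by dofetilide plus 5 SD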;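 note: thallium influx through hERG after potassium depolarization seen as dye fluorescence rise; in these data hits start at about 4.7%; inactives centre near -7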
# GSK3B inh = blocks human GSK3beta kinase activity; GST-GSK3beta kinase, ADP-Glo luminescence, 60 min; active compounds read low; activity score (negative = inhibition), % at 10 µM; 0.038% of 300,000 active;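 active = more than half of replicate wells score below -50%, meaning over 50% inhibition versus plate controls; inconclusive = some replicates but at most half score below -50%; inactive = no replicate scores below -50%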;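 note: 0% = median DMSO wells and -100% = median GW8510 positive control wells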
#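 Assay system: GST-fused GSK3beta enzyme, cell-free / Medium: Tris pH 7.5 buffer with MgCl2, DTT, BSA, heparin / Also added: peptide substrate plus 25 µM ATP (final) / Compound: 10 µM single point / Timing: kinase reaction with compound 60 min at room temperature / Detection: ADP-Glo luminescence / Benchmarks: DMSO neutral wells and GW8510 at 20 µM as positive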
# The depositor's hits bear a star; i = inactive; ? = inconclusive; . = no result given. A portion of the library; count on the stated rates, not on these rows.
SMILES,Dyrk1A ADPGlo,GSK3 alpha inh,PolyA inh,RGS4 pot,KCNQ1 block,HDAC3 inhib,KCNK9 block,KCNK3 inh,KCNQ1 pot,hERG protect,GSK3B inh
CC1CCCC(NC(=O)c2cn(C)c3ccc(S(=O)(=O)N4CCCC4)cc3c2=O)C1C (configuration not stated),.,9.4,i,i,i,0.1,i,.,i,-13.2,2.9
CCN1c2ccccc2S(=O)(=O)c2ccccc21,33.7,-0.9,i,i,i,1.3,i,i,i,-8.7,0.1
O=C(CN1CCCC1)Nc1sc2c(c1C(=O)Nc1ccc(Br)cc1)CCC2,-5.0,-0.5,i,i,i,-4.5,i,i,i,-9.9,0.3
CCCNC(=O)CN1C(=O)NC2(CCCc3cc(OC)ccc32)C1=O (configuration not stated),-5.5,-3.5,i,i,i,3.6,i,i,i,-10.2,3.1
COc1ccc(-n2nc3c(=O)[nH][nH]c3cc2=O)cc1,-7.0,1.2,i,i,i,0.2,i,i,i,-6.0,4.8
COc1ccc(NC(=O)NN2CCN(C)CC2)cc1OC,-5.9,-1.4,i,i,i,4.4,i,i,i,-5.4,1.0
O=C(CNS(=O)(=O)c1ccccc1)OCC(=O)c1ccc(Br)cc1,10.5,-2.2,i,i,i,5.0,i,i,i,-3.4,2.4
Cc1ccccc1-c1nc(CN2CCCC(C(=O)NCc3cccnc3)C2)c(C)o1 (configuration not stated),2.9,.,i,i,i,1.8,i,i,i,-10.2,-0.6
Cc1cccc(N2CCN(S(=O)(=O)c3ccc4[nH]c(=O)ccc4c3)CC2)c1C,-4.4,-1.7,i,i,i,-8.0,i,i,i,-10.4,0.9
Clc1ccc(C2=NN(c3ccccc3)C(c3ccco3)C2)cc1 (configuration not stated),.,-1.7,i,i,i,-10.6,i,i,i,-3.9,-3.2
CCS(=O)(=O)c1ccc2oc(SCC(=O)c3ccco3)nc2c1,0.5,0.1,i,i,i,?,i,i,i,-1.3,-0.1
C=CCN(CC=C)Cc1c(C)[nH]c2ccc(C(=O)OCC)cc2c1=O,16.0,9.3,i,i,i,-8.7,i,i,i,-7.1,-0.9
CC(C)c1nc2ccccc2n1CC(O)COC1CCCCC1 (configuration not stated),-0.9,-2.5,i,i,i,0.1,i,i,i,-12.5,2.0
O=C(CCC(=O)N1CCN(Cc2ccc(F)cc2)CC1)Nc1nnc(C2CCCCC2)s1,-5.4,-1.3,i,i,i,?,i,i,i,-7.0,2.0
CC1CCC(NC(=O)C2CCC(CNS(=O)(=O)c3ccccc3)CC2)CC1 (configuration not stated),-6.9,-1.7,i,i,i,4.6,i,i,i,-6.8,-0.4
O=Cc1ccc(N2CCCCCC2)cc1,0.3,-5.4,i,i,i,-2.7,i,i,i,-3.0,-1.1
O=C(CC1CCCCC1)NCc1cn2ccsc2n1,4.4,0.0,i,i,i,3.7,i,i,i,-1.6,-0.1
Cc1ccc2cc(CN(Cc3ccco3)C(=O)c3ccccc3)c(=O)[nH]c2c1C,14.3,0.5,i,i,i,-3.9,i,i,i,-3.4,1.1
COc1ccc(-c2csc3ncnc(NCCO)c23)cc1,42.6,23.2,.,i,i,1.3,i,i,i,-8.0,-1.4
COc1cccc(/C=C/C(=O)Nc2cccc(C(C)=O)c2)c1OC,.,0.9,i,i,i,6.8,i,i,i,-3.2,-0.7
Cc1cc2c(cc1S(=O)(=O)N1CCN(c3ccccc3)CC1)OCCN2C,0.7,-1.5,i,i,i,0.7,i,i,i,-7.2,-2.2
CCOC(=O)CNS(=O)(=O)CCN1C(=O)c2ccccc2C1=O,-6.8,-5.2,i,i,i,-1.8,i,i,i,-1.3,2.1
Cc1cc(/C=N/n2cnnc2)c(C)n1-c1ccc(OCc2ccc(Cl)cc2Cl)cc1,.,-2.2,i,-8.27*,i,13.7,i,i,i,-20.3,-2.2
O=C(NNS(=O)(=O)c1ccc(Cl)cc1)c1ccc(S(=O)(=O)N2CCCCC2)cc1,-7.1,2.0,i,i,i,-4.9,i,i,i,-5.2,-1.3
O=C(COC(=O)c1ccccn1)NCc1cccs1,-0.6,-1.5,i,i,i,2.3,i,i,i,-11.1,3.4
# (continued)
SMILES,Dyrk1A ADPGlo,GSK3 alpha inh,PolyA inh,RGS4 pot,KCNQ1 block,HDAC3 inhib,KCNK9 block,KCNK3 inh,KCNQ1 pot,hERG protect,GSK3B inh
Cc1ccc(S(=O)(=O)N(CC(=O)Nc2ccccc2C(=O)O)c2ccccc2C)cc1,-1.0,-5.0,i,i,i,0.7,i,i,i,-10.1,0.2
O=C(Nc1ccc(-n2nncc2-c2ccco2)cc1)c1ccc(F)cc1,9.5,-1.4,i,i,i,0.1,i,i,i,-10.3,2.7
COC(=O)c1cc(OC)c(OC)cc1NC(=O)c1ccc(OC)c(OC)c1,-1.6,-1.2,i,i,i,-4.0,i,i,i,-6.2,-2.7
Cc1ccccc1NC(=O)CSc1ccsc1[N+](=O)[O-],1.2,-0.1,i,i,i,6.1,i,i,i,3.0,-0.3
Cc1cc[n+](CC(=O)c2ccc(NC(=O)c3ccccc3)cc2)cc1,3.1,1.1,i,i,i,10.0,i,i,i,-19.1,-1.2
Cc1cc(C)n(-c2ncnc3ccccc23)n1,3.7,-0.8,i,i,i,3.6,i,i,i,-6.7,0.0
COCCN(CCOC)S(=O)(=O)c1ccc(C(=O)Nc2ccc(S(=O)(=O)Nc3nccc(C)n3)cc2)cc1,-2.1,-0.7,i,i,i,2.6,i,-8.94*,i,-1.2,3.1
O=C(Cc1ccccc1)NC(Nc1ccccc1)C(Cl)(Cl)Cl (configuration not stated),1.5,0.2,i,i,i,4.1,i,i,i,-9.7,-1.7
CC(=O)c1c(C)nn(CC(O)COc2ccc3c(c2)CCC3)c1C (configuration not stated),.,-0.9,i,i,i,?,i,i,i,0.1,3.0
COc1ccc(CN2CCNC(=O)C2CC(=O)NCCc2c[nH]c3ccccc23)c(OC)c1 (configuration not stated),0.9,-1.9,i,i,i,1.6,i,i,i,-0.3,3.0
COc1ccc(C2CC(c3ccc4ccccc4c3)=NN2C(=O)CN2C(=O)CCC2=O)cc1 (configuration not stated),.,-4.4,i,i,i,-11.8,i,i,i,-0.1,0.8
c1ccc(-c2cc3n(c2)CCc2ccccc2-3)cc1,1.9,.,i,i,i,-4.2,i,i,i,-1.6,-2.1
NC(=O)C1CCN(c2oc(-c3ccccc3F)nc2S(=O)(=O)c2ccc(Cl)cc2)CC1,-4.5,-8.0,i,i,i,1.9,i,i,i,-4.8,0.6
Cc1ccc(S(=O)(=O)N(CC(=O)N/N=C\c2cccs2)c2cccc3cccnc23)cc1,-4.3,0.2,i,i,i,.,i,i,i,-3.2,0.1
CCCCC1CCC(C(=O)N(C)CC(=O)Nc2cccc(F)c2)CC1 (configuration not stated),-2.7,-1.9,i,i,i,1.2,i,i,i,-2.9,0.4
Cc1ccccc1OCCn1nc(C(=O)O)c2ccccc2c1=O,17.1,-0.6,i,i,i,-4.5,i,i,i,-4.9,-0.1
COc1ccc(-n2nnc3c(=O)n(CC(=O)NCC4CCCO4)cnc32)cc1 (configuration not stated),-2.2,-0.3,.,i,i,-4.5,i,i,i,-4.8,1.2
CC1=C(C(=O)Nc2ccccc2)C2(CCCCC2)C(C(N)=O)C(=S)N1 (configuration not stated),-4.2,-0.9,i,i,i,1.4,i,i,i,-7.3,0.8
NC(=O)CCCc1nc(-c2ccccc2)no1,2.3,2.6,i,i,i,-10.8,i,i,i,-6.4,-5.7
O=C(NC1CCCCC1)NC1CCN(S(=O)(=O)c2ccc3c(c2)OCCO3)CC1,-3.6,2.1,i,i,i,-1.4,i,i,i,-2.4,-1.0
Cc1ccc(NC(=O)c2ccco2)c(NC(=O)c2ccccc2C)c1,-1.0,-3.2,i,i,i,-6.7,i,i,i,-6.8,1.3
Cc1occc1-c1nnc(SCC(=O)c2ccc(F)cc2)o1,-7.1,9.3,i,i,i,5.6,i,i,i,-16.0,4.7
c1ccc(-c2nnc(OCc3cccnc3)c3ccccc23)cc1,0.0,0.3,i,i,i,-3.1,i,i,i,-10.5,1.3
O=c1[nH]c(C2CCCN(S(=O)(=O)c3ccccc3)C2)nc2c1nnn2Cc1ccccc1F (configuration not stated),9.5,-1.8,i,i,i,5.4,i,i,i,-6.7,1.7
COc1ccc(N(S(=O)(=O)c2ccccc2)S(=O)(=O)c2ccccc2)c(N)c1,6.7,-0.3,i,i,i,8.0,i,i,i,-25.8,-1.2
# Next section.
SMILES,Dyrk1A ADPGlo,GSK3 alpha inh,PolyA inh,RGS4 pot,KCNQ1 block,HDAC3 inhib,KCNK9 block,KCNK3 inh,KCNQ1 pot,hERG protect,GSK3B inh
Cc1ccc(S(=O)(=O)c2c(C)cc(C)nc2Cl)cc1,-1.4,-9.4,i,i,i,-6.0,i,i,i,-11.5,2.0
COc1ccc2[nH]c(=O)c(CN(C3CCCCC3)C(c3nnnn3Cc3ccco3)C(C)C)cc2c1 (configuration not stated),5.8,-0.2,i,i,i,9.1,i,i,i,-9.5,0.5
O=S1(=O)N=C(N/N=C/c2ccccn2)c2ccccc21,-4.2,1.7,.,i,i,11.4,i,i,i,-4.2,1.8
O=S(=O)(c1cccc(S(=O)(=O)N2CCN(c3ncccn3)CC2)c1)N1CCOCC1,-5.9,-1.4,i,i,i,-1.6,i,i,i,-3.4,1.8
CCOC(=O)CC1=C(C(=O)OCC)C(c2cccs2)C(C#N)=C(N)O1 (configuration not stated),6.4,2.8,i,i,i,3.6,i,i,i,-4.2,-2.1
Cc1c(C(=O)OCC(C)C)[nH]c2c1C(=O)CC(c1cccs1)C2 (configuration not stated),2.0,-2.0,i,i,i,5.4,i,i,i,-7.0,-0.7
O=C(C(c1ccccc1)c1ccccc1)N1CCN(Cc2ccco2)CC1,-1.1,-1.5,i,i,i,-0.8,i,i,i,1.6,1.0
CCc1ccc2[nH]c(=O)c(C(c3nnnn3CCOC)N3CCN(c4ccccc4)CC3)cc2c1 (configuration not stated),5.0,-1.3,i,i,i,5.5,i,i,i,-6.2,1.8
Cc1c(O)ccc2c(O)c(NC(=O)c3ccc4c(c3)CCC(C)(C)O4)c(=O)oc12,0.9,-2.3,i,i,i,5.8,i,i,i,-8.6,0.1
